Assay outcomes from PubChem.
CHX counter: counter-screen hit for Shiga toxin inhibitors, cycloheximide; AID 2314; cell reporter, cycloheximide protein synthesis inhibition counterscreen; actives 12% (n = 300,000); max response, %; in the data active means max response mostly above about 13%, no sharp cut-off; inactive means mostly below about 14%; further: read at 38.3 µM for the half of the compounds with a filed dose; 0% is about no effect
AMA1 RON2 block: AMA1-RON2 (P. falciparum) interaction inhibition; AlphaScreen AMA1-biotinylated RON2 peptide binding; actives 0.2% (n = 360,000); Potency, µM (highest dose often 58.2 µM), inactives show at the top dose activity change, negative = inhibition, hits mostly inhibitors; AID 720542;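 further: potency means the concentration at half of the fitted maximal effect; 0% = vehicle wells and -100% = peptide control; nearly all actives have a fitted effect of over 45% in size; some results filed as inactive show a strong effect at the top dose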
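AMA1 (3D7) with his tag at 25 nM final met compounds first, then biotinylated RON2 peptide at 25 nM; detection used donor plus acceptor beads, 10 µg/mL apiece, read by AlphaScreen after 30 min at room temperature.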
Pf growth 48h: inhibits P. falciparum growth in the first generation, 48 h; P. falciparum luciferase growth in erythrocytes, 48 h; Potency, µM (titrated, usually from 28.7 µM), without a hit: at the highest dose activity change, negative = inhibition, most hits filed as inhibitors; actives 5.9% (n = 310,000); AID 504832; further: potency means the concentration at half of the fitted maximal effect; on the % scale 0 is the no-effect control and ±100 the full control effect
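First compound was added to culture medium, then infected red cells at 0.1% parasitemia and 2% hematocrit (final). After incubation at 37 C under 5% CO2, luciferase detection reagent was dispensed and light output recorded.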
TbPYK inhibitor: blocks Trypanosoma brucei pyruvate kinase; Q57TT1; TbPYK enzyme, Kinase-Glo Plus ATP luminescence, 45 min; Potency, µM (highest dose often 76.8 µM), for inactives: at the top dose activity, negative = inhibition, usual class: inhibitors; actives 0.12% (n = 410,000); AID 624173; further: potency means the concentration at half of the fitted maximal effect; on the % scale 0 is the no-effect control and ±100 the full control effect; nearly all actives have a fitted effect of over 50% in size
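ADP (130 uM final) triggers the TbPYK reaction after compound addition; incubation is 45 min at room temperature. Kinase-Glo Plus is then added and luminescence imaged. Normalized data are fitted to concentration-effect curves.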
LmPK inhibitor: LmPK (Leishmania mexicana) enzyme inhibition. Q27686. purified LmPK, Kinase-Glo ATP luminescence, 1 h. Potency, µM (top dose mostly 57.5 µM), for inactives: at the highest dose activity change, negative = inhibition, usual class: inhibitors. actives 0.37% (n = 290,000). AID 1721; further: potency means the concentration at half of the fitted maximal effect; on the % scale 0 is the no-effect control and ±100 the full control effect
Target sequence (Q27686 whole entry, looked up): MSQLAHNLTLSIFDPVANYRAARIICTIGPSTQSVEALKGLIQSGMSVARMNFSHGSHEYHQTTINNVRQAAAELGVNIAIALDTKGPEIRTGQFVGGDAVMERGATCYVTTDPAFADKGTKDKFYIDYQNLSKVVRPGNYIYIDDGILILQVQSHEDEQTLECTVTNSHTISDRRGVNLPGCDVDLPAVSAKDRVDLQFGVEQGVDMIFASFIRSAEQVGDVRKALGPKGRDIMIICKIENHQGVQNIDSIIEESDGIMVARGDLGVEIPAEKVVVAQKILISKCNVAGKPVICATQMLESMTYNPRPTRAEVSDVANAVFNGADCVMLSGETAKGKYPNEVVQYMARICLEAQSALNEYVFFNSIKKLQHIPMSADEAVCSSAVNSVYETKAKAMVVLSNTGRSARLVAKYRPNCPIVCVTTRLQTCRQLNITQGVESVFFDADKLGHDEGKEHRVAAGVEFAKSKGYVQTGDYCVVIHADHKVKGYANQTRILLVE
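Screened at intermediate enzyme activity to detect both inhibitors and activators: LmPK at 0.1 nM, with a 0.5 nM enzyme column as activation reference. PEP 0.5 mM, ADP 0.1 mM; ATP detected by luminescence after 1 h.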
Shiga inhibitor: blocks Shiga toxin action in Vero cells; Vero cells, Shiga toxin protein synthesis inhibition reporter; inhibition, % at 38.7 µM; actives 9.2% (n = 290,000); AID 2315; in the data active means inhibition mostly above about 28%, no sharp cut-off; inactive means mostly below about 43%; further: 0% is about no effect
Pf growth 96h: inhibits malaria parasite growth, 96 h; P. falciparum luciferase reporter growth, 96 h; Potency, µM (highest dose often 28.7 µM), for the others: at the top dose activity change, negative = inhibition, hits mostly inhibitors; actives 6.9% (n = 320,000); AID 504834; further: potency means the concentration at half of the fitted maximal effect; on the % scale 0 is the no-effect control and ±100 the full control effect
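P. falciparum expressing integrated firefly luciferase, in erythrocytes at 2% hematocrit, 0.05% parasitemia, incubated with compounds 96 h at 37 C, 5% CO2. Growth inhibition read as loss of luminescence; two-generation exposure targets delayed-death apicoplast inhibitors.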
Starred values were filed as active, the others as inactive; i = inactive; ? = inconclusive; / = not tested or not shown; [ ] = dose if it differs, or a comment. Unless noted, the call rests on the fitted dose curve; in most records, active means well fitted curve in the direction sought with a large enough effect; inconclusive means small, poorly fitted or top-dose-only effect, or another doubt; inactive means no such curve, though single readings can be large; an effect the other way counts as inactive or inconclusive. The order is random; about 21% have a hit in one of these screens.

SMILES	CHX counter	AMA1 RON2 block	Pf growth 48h	TbPYK inhibitor	LmPK inhibitor	Shiga inhibitor	Pf growth 96h
CC1(C)Cc2c(sc(NC(=O)c3ccc(S(=O)(=O)N4CCCCCC4)cc3)c2C#N)C(C)(C)N1	1	-7%	?	-10%	7%	-11	-20%
COc1ccc(-n2nnnc2SCC(=O)c2ccc(OC)c(OC)c2)cc1	-1	-9%	?	1%	0%	-22	40%[activator]
Cc1[nH]c(C)c(S(=O)(=O)NCc2ccc(F)cc2)c1C(=O)N1CCCC1	-6	0%	10%	1%	4%	-2	?
CCCCn1c(N)c(N(CCOC)C(=O)c2cc(-c3ccc(C)cc3)nc3ccccc23)c(=O)[nH]c1=O	/	19%	?	4%	/	/	12µM*
O=C(Nc1nccs1)c1ccc(S(=O)(=O)c2ccccc2)cc1	-4	53%[activator]	?	1%	0%	-9	/
COc1cccc(-n2nc(C(N)=O)c(O)cc2=O)c1	-4	1%	6%	3%	0%	10	4%
Cc1ccc(C)c(NC(=S)NC(C)C(c2cccs2)N2CCOCC2)c1 (centres undefined)	-2	-4%	-19%	-2%	4%	8	?
O=C(NC1CS(=O)(=O)CC1NCc1ccco1)c1ccccc1 (centres undefined)	-2	-13%	8%	0%	1%	-13	?
CC(=O)Nc1ccc(NC(=O)C2CCCN(c3ncccn3)C2)cc1 (centres undefined)	-1	-3%	2%	1%	-2%	2	-27%
Cc1ccc(S(=O)(=O)NCCN2CCOCC2)c(C)c1C	-3	1%	7%	10%	-1%	-4	?
O=c1c2c(nc3cc(-c4cccc(Cl)c4)[nH]n13)CCCC2	52*	-8%	72%[activator]	-2%	-7%	59*	-22%
CCN(CC)CCCNC(=O)c1ccc2c3n(nc2c1)-c1ccc(Cl)cc1CO3	/	16%	?	2%	/	/	?
C=CCc1cccc2cc(C(=O)NCc3cccnc3)c(=O)oc12	0	4%	8%	-4%	2%	-6	-2%
COc1ccc(OC)c(C(=O)CSc2nc3ncccc3[nH]2)c1	6	-9%	-29%	-10%	4%	-10	?
CC1CCCCN1Cc1cccnc1 (centres undefined)	5	83%[activator]	-18%	-18%	-8%	-9	-13%
O=C(OCC(=O)N1CCN(C(=O)c2ccco2)CC1)c1ccc(Cl)c(Cl)c1	/	-13%	?	-12%	/	/	?
COc1ccc(NC(=O)Nc2ccc3nsnc3c2)cc1	49*	6%	43%[activator]	0%	0%	37	57%[activator]
O=c1[nH]c(=O)n(Cc2ccco2)c(O)c1C=NCCCn1ccnc1	-2	-1%	9%	-15%	3%	-11	5%
COC(=O)c1ccccc1NC(=O)C1CCN(C(=O)c2cc(OC)cc(OC)c2)CC1	-3	-1%	-17%	0%	-3%	-9	/
Cn1cc(C(=O)NCc2ccccc2)c2ccccc21	-1	-4%	?	0%	10%	3	?
COc1cccc(N2C(=O)C3ON(c4ccccc4)C(c4cccs4)C3C2=O)c1 (centres undefined)	-1	0%	/	-6%	11%	13	5%
CC(=O)c1ccc(OCC(O)CN2CCN(S(=O)(=O)c3cccc(Br)c3)CC2)cc1 (centres undefined)	-1	0%	?	-11%	1%	-10	-28%
Cc1cc(-c2onc(C)c2C(=O)N/N=C/c2ccccc2)no1	5	-1%	-6%	0%	2%	-9	44%[activator]
CC(C)N1CCc2c(sc(N)c2C#N)C1	1	54%[activator]	?	-4%	0%	26	-14%
Cc1ccc(/C=C2\CCCC3=C2NC(=S)NC3c2ccc(C)cc2)cc1 (centres undefined)	-2	6%	-8%	-27%	3%	-8	?
CC(C)(C)c1ccc(CNc2ccc([N+](=O)[O-])cn2)cc1	23*	?	42%[activator]	2%	-2%	81*	?
O=C(NCc1cccnc1)Nc1cc(Cl)cc(Cl)c1	5	9%	1%	-4%	-6%	-8	8%
Cc1[nH]ccc(=O)c1OC1OC(CO)C(O)C(O)C1O (centres undefined)	-5	7%	18%	2%	-1%	-9	6%
COc1cc2c(C(=O)N3CCN(C)CC3)c(C)n(C)c2cc1Br	0	0%	97%[activator]	-6%	-1%	-7	i
CC(C(=O)NCc1ccco1)n1nc(-c2ccccc2)c2cc(Cl)ccc21 (centres undefined)	-6	-8%	/	3%	16%	-8	?
CN(CC(=O)NCc1ccc(F)cc1)Cc1ccc(Br)cc1	-5	-9%	-18%	4%	5%	14	21%
Cc1c(NC(=O)CCCCCN2C(=O)c3ccccc3C2=O)c(=O)n(-c2ccccc2)n1C	1	4%	3%	2%	-1%	7	5%
O=C(CSc1nnc2c(n1)[nH]c1ccccc12)Nc1ccc(N2CCOCC2)cc1	-1	-9%	-23%	-18%	0%	4	-7%
CC(=O)c1ccccc1NC(=O)COc1ccc(N(C)S(=O)(=O)c2ccc(C)c(C)c2)cc1	/	4%	10µM*	-4%	/	/	12µM*
CC(C)c1cc(C(=O)Nc2cccnc2)no1	37*	-8%	315%[activator]	-6%	-2%	48*	/
OCCCNc1nc(-c2ccc(Cl)cc2)nc2ccccc12	-1	-2%	-8%	-3%	9%	2	?
COc1ccc(S(=O)(=O)N(C)C2CCN(C)CC2)cc1	-4	1%	3%	1%	0%	10	?
CCNC(=S)NNC(=O)c1cccc(Br)c1	8	28%	55%[activator]	-15%	0%	-5	107%[activator]
N#Cc1ccccc1NC(=O)CN1C(=O)NC2(CCCC2)C1=O	-6	14%	8%	3%	0%	-5	23%
C/C=C1\COC(C(=O)NCc2ccccc2)(C(F)(F)F)C=C1C=C(C)C (centres undefined)	6	7%	/	-6%	/	23	/

One compound at a time, as listed above. Order of screens: CHX counter	AMA1 RON2 block	Pf growth 48h	TbPYK inhibitor	LmPK inhibitor	Shiga inhibitor	Pf growth 96h
`CC(C)c1cc(C(=O)Nc2cccnc2)no1` in the list: 37*	-8%	315%[activator]	-6%	-2%	48*	/
`CC(C(=O)NCc1ccco1)n1nc(-c2ccccc2)c2cc(Cl)ccc21` (centres undefined) in the list: -6	-8%	/	3%	16%	-8	?

Other compounds follow:
SMILES	CHX counter	AMA1 RON2 block	Pf growth 48h	TbPYK inhibitor	LmPK inhibitor	Shiga inhibitor	Pf growth 96h
CCN(CC)S(=O)(=O)c1ccc(N2CC(C(=O)NC3(C)CCS(=O)(=O)C3)CC2=O)cc1 (centres undefined)	/	-9%	?	-3%	/	/	?
Cc1nn(-c2ccccc2)c(Cl)c1/C=N/NC(N)=O	27*	0%	102%[activator]	0%	1%	33*	61%[activator]
COc1ccc2c(c1)CC(C1(O)C(=O)N(C)c3ccccc31)C2=O (centres undefined)	2	4%	3%	4%	2%	-12	-14%
CN(Cc1cccs1)C(=O)COC(=O)CNC(N)=O	-5	10%	-8%	-2%	0%	10	-12%
CCOC(=O)c1[nH]c2ccc(Cl)cc2c1NC(=O)/C=C/c1ccc2c(c1)OCO2	-3	6%	30%	1%	-2%	12	9%
Cc1cccc(NCCNc2cccc(C)c2)c1	18*	?	4%	4%	-5%	25	57%[activator]
Cc1nc(-c2ccccc2)cc(=O)[nH]1	4	-4%	52%[activator]	1%	0%	13	15%
COCCCN(C(=S)Nc1cc(Cl)cc(Cl)c1)C(C)c1ccccn1 (centres undefined)	-1	64%[activator]	-9%	?	9%	1	3%
CC(=O)N1c2ccccc2Oc2cc3ccccc3cc21	26*	0%	1.9µM*	2%	1%	53	?
Cc1ccc(-c2cc(NC(=O)CCl)n(-c3ccccc3)n2)cc1	53*	-4%	10%	?	9%	62	4%[5.75 µM]
CNCc1c(OCc2ccccc2)ccc2ccccc12	1	7%	?	-6%	-4%	-3	?
O=C(Oc1ccc(-c2nnco2)cc1)N(c1ccccc1)c1ccccc1	-2	-16%	-7%	-2%	0%	-7	13%
Cc1cc(NC(=O)CSc2nc3ccsc3c(=O)n2CCCC(=O)NCCc2ccccc2)no1	10	22%	?	-6%	4%	2	-47%
CC1CN(CC(=O)N2CCc3[nH]c4ccccc4c3C2)CC(C)O1 (centres undefined)	-2	-3%	-2%	-1%	7%	-13	10%
Cc1ccc(C(=O)NNC(=O)c2ccc(S(=O)(=O)N(C)c3ccccc3)cc2)cc1	/	53%[activator]	45%[activator]	-8%	/	/	62%[activator]
COc1ccc(CCN=CC2=C(O)CC(C)(C)CC2=O)cc1	1	-13%	21%	-7%	2%	12	32%[activator]
CCOc1ccc(N=C2SC(C(=O)Nc3ccccc3C#N)C(N)=C2C(=O)Nc2ccc(Cl)cc2)cc1 (centres undefined)	6	80%[activator]	?	-11%	3%	0	-16%
COCCSc1nnc(NC(=O)C(C)(C)C)s1	59*	-13%	143%[activator]	39%[activator]	1%	111*	481%[activator]
CCOC(=O)Cn1cnc2scc(-c3ccccc3)c2c1=O	-1	4%	?	3%	4%	-11	?
CCn1ncc(S(=O)(=O)N2CCN(c3cccc(OC)c3)CC2)c1C	-2	6%	11%	5%	-2%	-9	-5%

Three neighbouring compounds from above, for reference:
SMILES	CHX counter	AMA1 RON2 block	Pf growth 48h	TbPYK inhibitor	LmPK inhibitor	Shiga inhibitor	Pf growth 96h
COCCCN(C(=S)Nc1cc(Cl)cc(Cl)c1)C(C)c1ccccn1 (centres undefined)	-1	64%[activator]	-9%	?	9%	1	3%
CC(=O)N1c2ccccc2Oc2cc3ccccc3cc21	26*	0%	1.9µM*	2%	1%	53	?
Cc1ccc(-c2cc(NC(=O)CCl)n(-c3ccccc3)n2)cc1	53*	-4%	10%	?	9%	62	4%[5.75 µM]

Grouped by structure: those above containing two or more sulfur atoms
SMILES	CHX counter	AMA1 RON2 block	Pf growth 48h	TbPYK inhibitor	LmPK inhibitor	Shiga inhibitor	Pf growth 96h
CC1(C)Cc2c(sc(NC(=O)c3ccc(S(=O)(=O)N4CCCCCC4)cc3)c2C#N)C(C)(C)N1	1	-7%	?	-10%	7%	-11	-20%
O=C(Nc1nccs1)c1ccc(S(=O)(=O)c2ccccc2)cc1	-4	53%[activator]	?	1%	0%	-9	/
Cc1ccc(C)c(NC(=S)NC(C)C(c2cccs2)N2CCOCC2)c1 (centres undefined)	-2	-4%	-19%	-2%	4%	8	?
CCN(CC)S(=O)(=O)c1ccc(N2CC(C(=O)NC3(C)CCS(=O)(=O)C3)CC2=O)cc1 (centres undefined)	/	-9%	?	-3%	/	/	?
Cc1cc(NC(=O)CSc2nc3ccsc3c(=O)n2CCCC(=O)NCCc2ccccc2)no1	10	22%	?	-6%	4%	2	-47%
COCCSc1nnc(NC(=O)C(C)(C)C)s1	59*	-13%	143%[activator]	39%[activator]	1%	111*	481%[activator]

Next section
SMILES	CHX counter	AMA1 RON2 block	Pf growth 48h	TbPYK inhibitor	LmPK inhibitor	Shiga inhibitor	Pf growth 96h
O=C(Cc1c(F)cccc1Cl)NNC(=O)Nc1ccc2c(c1)OCO2	-4	49%[activator]	-10%	-11%	-12%	-7	-25%
COc1ccc(NC(=O)c2cn3c(nc4ccccc43)c(C#N)c2C)cc1	-3	-8%	-14%	4%	0%	-1	-1%
C/C(=C(\C#N)C(=O)NCCCN1CCOCC1)N(C)C	-2	1%	0%	-11%	-5%	-5	1%
CCN1CCN(c2nc(Nc3cccc(C)c3)nc(N)c2[N+](=O)[O-])CC1	-5	-9%	-28%	-3%	0%	-18	?
